PGE2 EP2 inh: inhibitors of human EP2 prostaglandin E2 receptor; C6 glioma cells expressing human EP2, cAMP TR-FRET; cells stimulated with saturating PGE2; inhibition, % at 25 µM; 260,000 compounds, 0.52% hits; AID 1422;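 active means percent inhibition above 40 after rounding to a whole number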;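 further: rat C6 glioma host cells with rolipram phosphodiesterase inhibitor present; the protocol text gives 20 µM as final concentration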
Target sequence (P43116 whole entry, looked up): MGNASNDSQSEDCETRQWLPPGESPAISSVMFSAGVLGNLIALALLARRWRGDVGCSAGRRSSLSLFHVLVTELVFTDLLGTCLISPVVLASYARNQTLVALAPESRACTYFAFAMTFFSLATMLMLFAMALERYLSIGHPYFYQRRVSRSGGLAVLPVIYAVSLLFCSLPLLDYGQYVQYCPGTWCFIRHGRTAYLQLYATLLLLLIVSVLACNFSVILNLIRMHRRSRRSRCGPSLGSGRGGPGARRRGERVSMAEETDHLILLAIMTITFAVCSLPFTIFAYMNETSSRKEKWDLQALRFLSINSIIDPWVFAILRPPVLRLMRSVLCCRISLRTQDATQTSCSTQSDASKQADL
The depositor's hits bear a star.

For Cn1c(=O)c2[nH]c(CCCC(=O)O)nc2n(Cc2ccccc2)c1=S the results were PGE2 EP2 inh 9.0.
O=C(NCc1ccc2c(c1)OCO2)c1ccc2c(c1)S(=O)(=O)c1ccccc1C2=O was read as PGE2 EP2 inh 10.5.
CC(C)=CCc1c(O)cc2c(c1O)C(=O)CC(c1ccccc1)O2 (stereo unspecified) was read as PGE2 EP2 inh 19.0.
`CC1(C)C2CC[C@]3(C)C(CC=C4[C@@H]5C[C@@](C)(CO)[C@@H]6C[C@@]5(CC[C@]43C)C(=O)O6)[C@@]2(C)CC[C@@H]1O` (stereo partly specified) gave PGE2 EP2 inh 14.9.
COC(=O)C1=C(C)N(CC2CC2)C(=O)N[C@H]1c1ccccc1 was read as PGE2 EP2 inh 10.9.
Screening COC(C[C@H](O)C[C@H](O)[C@@H](C)OCc1ccccc1)OC returned PGE2 EP2 inh 4.7.
CCOC(=O)C(C#N)(Cc1cc(OC)cc(OC)c1)Cc1cc(OC)cc(OC)c1 was read as PGE2 EP2 inh 9.2.
Cc1ccc(C2=CC(c3ccccc3)n3ncnc3N2)cc1 (stereo unspecified) was read as PGE2 EP2 inh 14.5.
For C[C@H]1CCC[C@@]2(O[C@H](CCO)C[C@@H](O)[C@@H]2O)O1 the results were PGE2 EP2 inh 8.7.
Screening O=C(NCc1ccccc1)c1onc(CSc2ccccc2)c1C(=O)NCc1ccccc1 returned PGE2 EP2 inh 16.3.

In the list so far, two contain a carbonyl joined to an NH by a bond outside any ring.
O=C(NCc1ccc2c(c1)OCO2)c1ccc2c(c1)S(=O)(=O)c1ccccc1C2=O was read as PGE2 EP2 inh 10.5.
Screening O=C(NCc1ccccc1)c1onc(CSc2ccccc2)c1C(=O)NCc1ccccc1 returned PGE2 EP2 inh 16.3.

More entries follow:
CCCCCCCCCNC(=O)[C@H](NC(=O)COc1ccccc1)[C@@H]1NC(C(=O)OC)C(C)(C)S1 (stereo partly specified) was read as PGE2 EP2 inh 6.4.
Screening COC(=O)C1=C[C@@H](C(=O)OC)[C@@H]2C3=C(C(=O)[C@]2(C)NC(=O)c2ccccc2)[C@H](C)n2c(=O)n(C)c(=O)n2[C@@H]3C1 returned PGE2 EP2 inh 6.3.
COC(C[C@@H](O)C[C@H](O)[C@H](C)OCc1ccccc1)OC was read as PGE2 EP2 inh 7.3.
Fc1cccc(CCN2CCNC[C@@H]2Cc2ccccc2)c1 was read as PGE2 EP2 inh 10.6.
Screening O=C1c2ccccc2S(=O)(=O)c2cc(N3CCC(C(=O)N4CCCCC4)CC3)ccc21 returned PGE2 EP2 inh 22.0.
CCOC(=O)C[C@H]1c2ccc(C(F)(F)F)cc2S(=O)(=O)N1C(C)(C)C was read as PGE2 EP2 inh 20.3.
Screening COc1ccc(-c2c(-c3ccsc3)oc3ccc(N4CCOCC4)cc23)cc1 returned PGE2 EP2 inh 15.9.
Screening OCCOCCn1c(CCNc2nc(-c3ccc(Cl)cc3)cs2)nc2cc(Cl)c(Cl)cc21 returned PGE2 EP2 inh 21.4.
`C[C@@H]1NC(=O)N[C@@H]1CCCCCC(=O)O` gave PGE2 EP2 inh 8.1.
For O=c1[nH]snc1-c1c(Cl)cccc1Cl the results were PGE2 EP2 inh 12.4.
COc1ccc(Nc2nc(NCCO)nc(N3CCCC3)n2)cc1 was read as PGE2 EP2 inh 9.0.
For COc1ccc(-c2csc(NC(CO)c3nc4ccccc4n3CCOCCO)n2)cc1 (stereo unspecified) the results were PGE2 EP2 inh 10.5.
Screening CC(C)CC(NC(=O)C(COC(C)(C)C)NC(=O)C(Cc1ccc(O)cc1)NC(=O)C(CO)NC(=O)C(Cc1c[nH]c2ccccc12)NC(=O)C(Cc1cnc[nH]1)NC(=O)C1CCC(=O)N1)C(=O)N[C@@H](CCCN=C(N)N)C(=O)N1CCCC1C(=O)NNC(N)=O (stereo partly specified) returned PGE2 EP2 inh 13.2.
Screening COCOc1ccc(-c2cc(=O)c3c(OCOC)cc(OCOC)cc3o2)cc1 returned PGE2 EP2 inh 14.6.
`CCOC(=O)C1=C(C)N(CCCC(=O)O)C(=O)NC1c1ccccc1Cl` (stereo unspecified) gave PGE2 EP2 inh 21.8.
For COc1ccc(-c2csc(NC(C)c3nc4cc(Cl)c(Cl)cc4n3CCOCCO)n2)cc1 (stereo unspecified) the results were PGE2 EP2 inh 16.5.
O=C(O)C1Nc2ccc(OC(F)(F)F)cc2C2C=CCC12 (stereo unspecified) was read as PGE2 EP2 inh 6.9.
COC(=O)C1=C(C(=O)OC)[C@@H]2N(C)c3ccc(OC)cc3[C@@]23C[C@@H](C(=O)OC)N(C(=O)CC(C)C)C3=N1 was read as PGE2 EP2 inh 9.2.
OCCCn1c(CCNc2nc(-c3ccc(Cl)cc3)cs2)nc2cc(C(F)(F)F)ccc21 was read as PGE2 EP2 inh 7.0.
COc1ccc(-c2oc3ccc(-c4ccc5c(c4)OCO5)cc3c2-c2ccc(OC)nc2)cc1 was read as PGE2 EP2 inh 9.0.
CN1CC[C@@]2([C@@]34CCN(C)C3Nc3ccccc34)c3ccccc3NC12 (stereo partly specified) was read as PGE2 EP2 inh 12.9.
`COc1ccc2nc(-c3ccc(F)cc3)sc2c1` gave PGE2 EP2 inh 9.8.
COC(=O)C1=C(C)N(CCc2cc(OC)c(OC)c(OC)c2)C(=O)N[C@H]1c1ccccc1 was read as PGE2 EP2 inh 1.8.
CCN1C(=O)N[C@@H](c2ccco2)C(C(=O)OC)=C1C was read as PGE2 EP2 inh 11.5.
C#CCNC(=O)C1=C[C@@H](c2ccc(C#C)cc2)C[C@@H](OCCCCO)O1 was read as PGE2 EP2 inh 18.9.
For CCOC(=O)C(=CNc1ccc(O)c(C(=O)OC)c1)C(=O)OCC the results were PGE2 EP2 inh 9.8.
COC(=O)C1=C(C(=O)OC)[C@@H]2Nc3ccccc3[C@@]23C[C@@H](C(=O)OC)N(C(=O)c2cccs2)C3=N1 was read as PGE2 EP2 inh 9.7.
For CCN1C(=O)N[C@@H](c2ccccc2)[C@H](C(C)=O)[C@H]1C the results were PGE2 EP2 inh 11.3.
Screening CCN(CC)c1nc(N)c(C#N)c(CC#N)c1C#N returned PGE2 EP2 inh 5.5.
For C=CC1=C2C=C(C3CC3)N(CCCN(CC)CC)C=C2C(=O)C(C)(OC(=O)c2ccco2)C1=O (stereo unspecified) the results were PGE2 EP2 inh 19.9.
CC1(OC(=O)c2cccs2)C(=O)C=C2C=C(c3ccc(C#N)cc3)OC=C2C1=O (stereo unspecified) was read as PGE2 EP2 inh 12.9.
Screening COC/C=C/C1=CC2=CC(=O)C(C)(OC(=O)c3cnc4ccccc4n3)C(=O)C2=CN1CCOC (stereo unspecified) returned PGE2 EP2 inh 14.7.
For OCCCn1c(C2CCCN2c2nc(-c3ccc(F)cc3)cs2)nc2cc(C(F)(F)F)ccc21 (stereo unspecified) the results were PGE2 EP2 inh 7.3.
O=C1CC2(CCCC2)Oc2ccccc21 was read as PGE2 EP2 inh 12.7.
`OCC[C@@H]1C[C@H](O)[C@@H](O)[C@@]2(CCCO2)O1` gave PGE2 EP2 inh 11.6.
Screening Cc1nc(-c2ccc(Cl)cc2)sc1C1(C)CC(c2ccncc2)=NO1 (stereo unspecified) returned PGE2 EP2 inh 12.7.
C#CCOCCOCCOCCNc1nc(N2CCN(C(=O)[C@H](CCCCN)n3cc(C(N)CO)nn3)CC2)nc(N2CCN(C(=O)[C@H](CCCCN)n3cc(C(N)COC(=O)C(F)(F)F)nn3)CC2)n1 (stereo partly specified) was read as PGE2 EP2 inh 6.9.
Cc1cc2sc3ccc(C#CC4(O)CCCCC4)cc3c(=O)c2cc1C was read as PGE2 EP2 inh 7.7.
Screening N#Cc1c(N)n[nH]c1Cc1cccc2ccccc12 returned PGE2 EP2 inh 5.1.
For O=C(O)C1=C[C@@H](c2ccccc2)C[C@@H](OCCCCO)O1 the results were PGE2 EP2 inh 5.5.

Of the compounds above, these contain a COOH group:
For Cn1c(=O)c2[nH]c(CCCC(=O)O)nc2n(Cc2ccccc2)c1=S the results were PGE2 EP2 inh 9.0.
`C[C@@H]1NC(=O)N[C@@H]1CCCCCC(=O)O` gave PGE2 EP2 inh 8.1.
`CCOC(=O)C1=C(C)N(CCCC(=O)O)C(=O)NC1c1ccccc1Cl` (stereo unspecified) gave PGE2 EP2 inh 21.8.
O=C(O)C1Nc2ccc(OC(F)(F)F)cc2C2C=CCC12 (stereo unspecified) was read as PGE2 EP2 inh 6.9.
For O=C(O)C1=C[C@@H](c2ccccc2)C[C@@H](OCCCCO)O1 the results were PGE2 EP2 inh 5.5.

Three compounds out of the list, arranged by molecular weight, descending:
Screening CC(C)CC(NC(=O)C(COC(C)(C)C)NC(=O)C(Cc1ccc(O)cc1)NC(=O)C(CO)NC(=O)C(Cc1c[nH]c2ccccc12)NC(=O)C(Cc1cnc[nH]1)NC(=O)C1CCC(=O)N1)C(=O)N[C@@H](CCCN=C(N)N)C(=O)N1CCCC1C(=O)NNC(N)=O (stereo partly specified) returned PGE2 EP2 inh 13.2.
Screening COCOc1ccc(-c2cc(=O)c3c(OCOC)cc(OCOC)cc3o2)cc1 returned PGE2 EP2 inh 14.6.
`OCC[C@@H]1C[C@H](O)[C@@H](O)[C@@]2(CCCO2)O1` gave PGE2 EP2 inh 11.6.

Carrying on.
Screening C=CCC12C=C(OC)C(=O)OC(OC)(C1O)[C@H](c1ccc3c(c1)OCO3)[C@H]2C (stereo partly specified) returned PGE2 EP2 inh 19.8.
For CC(C)CC(CO)N1CCN(C(=O)c2ccc(Cl)cc2)CCC1=O (stereo unspecified) the results were PGE2 EP2 inh 3.7.
COc1ccc(-c2oc3ccc(N4CCOCC4)cc3c2C#CC2(O)CCCCC2)cc1 was read as PGE2 EP2 inh 8.1.
For CC1(c2nnc(Cc3ccccc3)o2)CC(c2cccnc2)=NO1 (stereo unspecified) the results were PGE2 EP2 inh 11.9.
OCC[C@@H]1C[C@@H](O)[C@H](O)[C@@]2(CCCCO2)O1 was read as PGE2 EP2 inh 5.2.
`NCCCC[C@H]1CN=C(N)N1CCCCC1CCCCC1` gave PGE2 EP2 inh 10.2.
`CCCCN1CC[C@H]2C=CC[C@@H](C(=O)Nc3nccs3)[C@H]2C1=O` gave PGE2 EP2 inh 9.8.
Screening O=C(c1ccc(Cl)cc1)N1CCC(=O)N(C(CO)Cc2ccccc2)CC1 (stereo unspecified) returned PGE2 EP2 inh 5.4.
For O=C(NCc1ccccc1)C1Nc2ccc(OC(F)(F)F)cc2C2C=CCC12 (stereo unspecified) the results were PGE2 EP2 inh 13.3.
`CC1(c2nnc(Cc3ccccc3)o2)CC(c2ccc(Cl)cc2)=NO1` (stereo unspecified) gave PGE2 EP2 inh 8.9.
Cn1c2c(c(=O)n(C)c1=O)C(c1ccc(C(F)(F)F)cc1)CC(=O)N2 (stereo unspecified) was read as PGE2 EP2 inh 13.7.
C[C@@H]1CCC[C@@]2(O[C@H](CCO)C[C@H](O)[C@H]2O)O1 was read as PGE2 EP2 inh 6.8.
For COC(=O)C1=C(C(=O)OC)[C@@H]2N(Cc3ccccc3)c3ccccc3[C@@]23C[C@@H](C(=O)OC)N(C(=O)NC2CCCCC2)C3=N1 the results were PGE2 EP2 inh 10.2.
`O=C(NCc1cccc(Br)c1)C1CC2Cn3c(nc4ccccc43)C2N1c1ccccc1` (stereo unspecified) gave PGE2 EP2 inh 14.4.
CCOC(=O)[C@@H]1[C@H]2COc3ccc(Br)cc3[C@@H]2N2C(=O)N(c3cccc(F)c3)C(=O)[C@]12C was read as PGE2 EP2 inh 4.9.
`COc1ccc([C@H]2/C=C\CN(S(=O)(=O)/C=C/c3ccccc3)[C@@H](C)C(=O)N2Cc2ccc(F)cc2)cc1` gave PGE2 EP2 inh 15.2.
`CC(C)Oc1ccc(Cl)cc1Nc1nc(NCCO)nc(N2CCCC2)n1` gave PGE2 EP2 inh 16.7.
Screening COC(=O)C[C@H]1c2cc(F)ccc2S(=O)(=O)N1Cc1ccccc1 returned PGE2 EP2 inh 15.0.
`Cc1c(O)cccc1C(=O)N[C@@H](CSc1ccccc1)[C@H](O)CN1C[C@H]2CCCC[C@H]2C[C@H]1C(=O)NC(C)(C)C` gave PGE2 EP2 inh 15.9.
For COc1ccc(CN2[C@@H](CC(C)=O)c3cc(C(F)(F)F)ccc3S2(=O)=O)cc1 the results were PGE2 EP2 inh 9.3.
For COc1cccc(C2NC(=O)N(CCCC(=O)O)C(C)=C2C(=O)OCc2ccccc2)c1 (stereo unspecified) the results were PGE2 EP2 inh 24.9.
Screening Cc1ccc2c(c1)C1C=CCC1C(C(=O)NCCCN1CCOCC1)N2 (stereo unspecified) returned PGE2 EP2 inh 10.8.
`CCOC(=O)CN1C(=O)N[C@@H](c2ccco2)C(C(C)=O)=C1C` gave PGE2 EP2 inh 8.9.
Screening CCN1C(=O)N[C@@H](CCc2ccccc2)C(C(=O)OC)=C1C returned PGE2 EP2 inh -2.4.
Screening COc1ccc(-c2noc3c2-c2nc(-c4ccccc4C)sc2CC3)cc1 returned PGE2 EP2 inh 15.2.
N#Cc1c(Cc2cccc3ccccc23)nn(CCO)c1N was read as PGE2 EP2 inh 3.4.
Screening O=c1[nH]c2ccccc2cc1-c1nnn(-c2ccccc2)n1 returned PGE2 EP2 inh 11.2.
CN1CCCC1c1cccnc1 (stereo unspecified) was read as PGE2 EP2 inh 18.1.
Cc1cc(C)cc(SCc2noc(C(=O)NCCN(C)C)c2C(=O)NCCN(C)C)c1 was read as PGE2 EP2 inh 13.8.
`C=CC[C@]12C[C@@H](OC)C(=O)C=C1O[C@@H](c1ccc(OC)c(OC)c1)[C@H]2C` gave PGE2 EP2 inh 10.8.
Screening COC(=O)C[C@H]1c2cc(F)ccc2S(=O)(=O)N1c1ccccc1 returned PGE2 EP2 inh 16.0.
COC(=O)[C@@]1(Cc2ccc(OC)cc2)[C@H]2c3cc(C(=O)N4CCCC4)n(C[C@H](O)CO)c3C[C@H]2CN1C(=O)c1ccccc1 was read as PGE2 EP2 inh 6.8.
For CC(C)CC(CO)N1CCN(C(=O)c2cccc(Cl)c2)CCC1=O (stereo unspecified) the results were PGE2 EP2 inh 8.1.
For CCOC(=O)C1=C(C)N(CCC(=O)O)C(=O)NC1c1ccccc1Cl (stereo unspecified) the results were PGE2 EP2 inh 17.9.
Screening COc1ccc(-c2ccc3oc(-c4ccc(OC)cc4)c(-c4cc(OC)c(OC)c(OC)c4)c3c2)cc1 returned PGE2 EP2 inh 9.7.
For C=CCN(C/C(=N\O)c1sc(C(=O)OCC)nc1C)c1cccc(Br)c1 the results were PGE2 EP2 inh 6.1.

The list is partial; rates above refer to the full screens.
